SUMO HTRF inh: SUMOylation inhibition; 0.36% of 290,000 active; inhibition, % at 35 µM; HTRF SUMOylation assay, SAE1/SAE2 + UBC9, in vitro; in the data active = inhibition above about 50%, passing the limit was not always enough; also: strong numbers were not always called active
Target sequence (P63279 whole entry, looked up): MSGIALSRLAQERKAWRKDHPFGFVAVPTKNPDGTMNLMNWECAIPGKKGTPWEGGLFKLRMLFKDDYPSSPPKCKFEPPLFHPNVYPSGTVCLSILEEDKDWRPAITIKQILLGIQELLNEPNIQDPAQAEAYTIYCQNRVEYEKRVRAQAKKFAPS
MEKK3 PB1 HTS: modulators (inhibitors or enhancers) of MEK5 binding to human MEKK3 PB1 domain | binding response (% of control), % at 10 µM | 1.4% of 290,000 active | bead-based flow cytometry, Alexa488-MEK5 binding to MEKK3; actives lie on both sides; 0 = blocked by unlabeled MEK5, 100 = vehicle;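 active = binding response more than 3 SD above or below the average of its plate-row segment, actives on both sides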;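 also: Alexa488 bead fluorescence after subtracting the streptavidin-only scavenger bead signal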
Target sequence (Q99759 whole entry, looked up, the tested form may be a part): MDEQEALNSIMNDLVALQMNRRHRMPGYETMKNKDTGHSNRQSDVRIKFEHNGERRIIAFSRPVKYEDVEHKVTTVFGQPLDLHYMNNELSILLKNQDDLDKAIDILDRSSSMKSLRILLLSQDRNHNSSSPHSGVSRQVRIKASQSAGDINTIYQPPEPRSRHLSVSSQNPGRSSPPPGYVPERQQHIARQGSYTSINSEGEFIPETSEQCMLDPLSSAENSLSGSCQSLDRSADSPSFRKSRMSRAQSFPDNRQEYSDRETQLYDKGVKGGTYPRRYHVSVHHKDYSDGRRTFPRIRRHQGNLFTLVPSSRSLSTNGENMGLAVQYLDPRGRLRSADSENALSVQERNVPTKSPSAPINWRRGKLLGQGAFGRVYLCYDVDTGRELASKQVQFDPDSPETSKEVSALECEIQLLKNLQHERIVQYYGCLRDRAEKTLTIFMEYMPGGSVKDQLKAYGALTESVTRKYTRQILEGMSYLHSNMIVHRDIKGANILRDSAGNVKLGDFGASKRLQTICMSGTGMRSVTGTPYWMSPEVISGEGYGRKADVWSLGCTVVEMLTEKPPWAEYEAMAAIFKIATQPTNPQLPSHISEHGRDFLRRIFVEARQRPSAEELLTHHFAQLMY
MEKK2wt PB1 HTS: raises or lowers MEK5 binding to wildtype human MEKK2 PB1 domain | AID 1531 | Q9Y2U5 | binding response (% of control), % at 10 µM | 1.1% of 290,000 active | bead flow cytometry, Alexa488-MEK5 binding to MEKK2 WT; actives lie on both sides; in the data active = binding response below about 67% or above about 130%
p-CIP stab down: compounds decreasing mouse p/CIP protein stability | Q05BA5 | F442A p/CIP-EGFP cells, EGFP fluorescence, 16 h | decrease of EGFP signal, % at 10 µM | 0.01% of 290,000 active | AID 1984;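 active = EGFP signal decrease of at least 30% at 10 µM or well 3 SD below plate mean, unless failing retest; inactive = the rest, including hits failing retest or dose response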; also: some compounds called inactive have numbers as strong as hits; many of its hits are not listed in these tables
IDE cell inh: inhibitors of human insulin-degrading enzyme in cells. P14735. HEK cells, FAbetaB cleavage, fluorescence polarization. inhibition, % at 5.59 µM. 0.41% of 320,000 active. AID 434962;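 active = percent inhibition above the average of all tested compounds plus 3 SD, set per screening campaign, cut at about 16% in these data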;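 also: IDE supplied by intact live HEK cells; FP after avidin binding of uncleaved biotin substrate so inhibition keeps polarization high; 0% = DMSO wells and 100% = 60 µM reference IDE inhibitor Ii1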
MEKK2mut PB1 HTS: signal of MEK5 binding to mutant human MEKK2 PB1 domain; bead flow cytometry, Alexa488-MEK5 binding to MEKK2 mutant; percent response, % at 10 µM; 0.35% of 290,000 active; AID 1530; in the data active = percent response above about 24%, passing the limit was not always enough; also: inactives centre near 1; some results filed as inactive read as strong as hits; reference of the scale not given here
NALP1 yeast inh: inhibitors of NALP1 inflammasome in yeast; S. cerevisiae NALP1/ASC/caspase-1 growth, X-gal OD620, 72 h; 0.61% of 280,000 active; inhibition, % at 10 µM; AID 2071; in the data active = inhibition mostly above about 24%, no sharp cut-off; inactive = mostly below about 32%; also: some compounds called inactive have numbers as strong as hits
M18AAP inhibitor: blocks P. falciparum M18 aspartyl aminopeptidase; 1.2% of 290,000 active; inhibition, % at 7.35 µM; recombinant PfM18AAP, H-Glu-NHMec fluorogenic cleavage;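 active = inhibition above the campaign mean inhibition over all tested compounds plus 3 SD, cut at about 28% in these data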;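 also: 0% = plate median of test compound wells and 100% = 2 mM ZnCl2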
IDE cell activ: activators of human insulin-degrading enzyme in cells; P14735; HEK cells, FAbeta-B cleavage, fluorescence polarization; 0% vehicle, 100% cell-free pure enzyme wells; activation, % at 5.96 µM; 0.073% of 340,000 active; AID 493087;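 active = activation above the mean of all tested compounds plus 3 SD, set per screening campaign, cut at about 17% in these data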
An asterisk follows results filed as active; / = not tested or not shown. The list is partial; count on the stated rates, not on these rows.

SMILES | SUMO HTRF inh | MEKK3 PB1 HTS | MEKK2wt PB1 HTS | p-CIP stab down | IDE cell inh | MEKK2mut PB1 HTS | NALP1 yeast inh | M18AAP inhibitor | IDE cell activ
Cc1ccc(S(=O)(=O)Oc2ccc(/C=N/NC(=O)c3ccncc3)cc2)cc1 | 7.7 | 104.0 | 106.0 | -5.7 | -3.7 | 7.0 | 17.2 | -7.5 | 3.5
COc1ccc(CNC(=O)c2ccc(Cl)c(NC3=NC4CS(=O)(=O)CC4S3)c2)cc1 (stereo not given) | 9.6 | 98.0 | 97.0 | -6.2 | 3.9 | -5.0 | 2.9 | -5.4 | 8.4
CN(C)c1ccc(Cl)cc1N | 14.5 | 98.0 | 97.0 | -5.6 | -4.0 | -5.0 | -9.6 | 3.3 | 5.4
Cc1nn(C(C)C(=O)N2CCc3ccccc3C2)c(=O)c2cc3occc3n12 (stereo not given) | -3.0 | 101.0 | 105.0 | -5.6 | 6.3 | 10.0 | 24.1 | -1.7 | 3.5
CC(OC(=O)CN(C)S(=O)(=O)c1ccc(Cl)cc1)C(=O)Nc1ccc(N2CCOCC2)cc1 (stereo not given) | -5.9 | 108.0 | 109.0 | -0.8 | / | 15.0 | -5.1 | -13.8 | 4.3
CC(=O)N1CCc2c(sc(NC(=O)Cc3ccc(C)cc3C)c2C#N)C1 | -8.6 | 98.0 | 99.0 | -8.0 | 3.0 | 7.0 | 7.7 | 14.9 | -3.5
Cc1cccc(NC(=O)c2cc3c([nH]c4ccccc43)c(C)n2)c1C | 18.3 | 101.0 | 102.0 | -12.3 | -0.2 | 9.0 | 25.2 | 2.2 | -0.4
COc1ccc(-c2nnco2)cc1OC | 0.8 | 102.0 | 102.0 | -21.0 | -0.1 | -1.0 | -23.4 | 4.9 | 2.0
Cc1csc(NC(=O)CSc2nnc(-c3ccncc3)n2C)n1 | 0.3 | 100.0 | 106.0 | -8.6 | -0.2 | 3.0 | 2.2 | 3.0 | -3.5
CCOC(=O)N1CCN(C(c2ccc(Cl)cc2)c2sc3nc(C)nn3c2O)CC1 (stereo not given) | 1.1 | 97.0 | 95.0 | -0.9 | 7.3 | 6.0 | 8.4 | / | -3.3
CCCn1cc(CN2CCc3ccc(NC(=O)C4CCCO4)cc3C2)c(C)n1 (stereo not given) | 10.6 | 105.0 | 107.0 | -15.4 | -3.7 | 9.0 | 5.7 | 1.9 | 3.0
CCOc1ccc2nc(NC(=O)CCC(=O)c3cccs3)sc2c1 | 2.2 | 102.0 | 100.0 | 3.6 | 5.7 | 7.0 | 4.6 | -4.9 | 4.0
Cc1nnc2sc(-c3csc4c3CCCC4)nn12 | 9.9 | 103.0 | 106.0 | -12.5 | 4.5 | 3.0 | -0.5 | -11.9 | 2.8
CCCCNC(=O)NNC(=O)c1ccoc1C | -22.6 | 104.0 | 105.0 | -6.2 | 3.0 | 3.0 | 20.9 | 25.9 | -5.2
COC(=O)CCCC(=O)Nc1c(F)c(F)c(F)c(F)c1F | 12.5 | 101.0 | 96.0 | -3.9 | -1.2 | 2.0 | 11.9 | -15.8 | -3.1
CCCCC(O)(CCN1CCOCC1)c1ccc(Cl)cc1 (stereo not given) | 13.8 | 99.0 | 102.0 | -2.8 | 1.5 | 2.0 | 5.9 | 0.6 | -3.6
CCc1ccc(NC(=O)C(=O)NCc2ccccn2)cc1 | 12.7 | 82.0 | 83.0 | -17.4 | 2.4 | -12.0 | 4.1 | 10.0 | 2.4
O=C(N/N=C/c1cccc([N+](=O)[O-])c1)c1cccc(Br)c1 | -3.6 | 99.0 | 98.0 | 10.7 | -2.1 | -6.0 | 10.9 | -7.4 | 1.9
CCn1nc(C(=O)OCC(=O)N2c3ccccc3CC2C)c2ccccc2c1=O (stereo not given) | 4.4 | 106.0 | 107.0 | -0.3 | 1.2 | 1.0 | 3.5 | 1.6 | -1.3
CC1CN(CC(=O)Nc2ccc([N+](=O)[O-])cc2Br)CC(C)O1 (stereo not given) | 2.5 | 107.0 | 100.0 | 15.8 | -6.5 | -1.0 | 13.7 | -3.0 | -1.4
O=C(NCCCCc1ccccc1)Nc1cccc(F)c1 | -3.5 | 101.0 | 101.0 | -14.6 | 0.6 | 1.0 | 10.6 | 5.4 | -0.2
CC(c1ccco1)N(C(=O)c1ccc(Cl)s1)c1ccccn1 (stereo not given) | 2.0 | 96.0 | 96.0 | -10.6 | -3.5 | -2.0 | -14.7 | 1.2 | /
COc1ccc(N(CC(=O)N2CCN(Cc3ccccc3)CC2)S(C)(=O)=O)cc1OC | 1.9 | 101.0 | 102.0 | 11.3 | 5.2 | 3.0 | 17.1 | -5.8 | 4.9
COc1cc(NC(=O)COc2ccccc2[N+](=O)[O-])ccc1NC(=O)c1cccs1 | 48.3 | 100.0 | 99.0 | -13.3 | / | 2.0 | -5.2 | -5.2 | 10.4
CCOc1ccccc1Nc1nc(N)nc(CSc2nccc(C)n2)n1 | -15.0 | 95.0 | 98.0 | -6.0 | 0.6 | -3.0 | -12.8 | -3.3 | 1.0

Structural class: those above containing an aryl thioether with sulfur outside any ring.
SMILES | SUMO HTRF inh | MEKK3 PB1 HTS | MEKK2wt PB1 HTS | p-CIP stab down | IDE cell inh | MEKK2mut PB1 HTS | NALP1 yeast inh | M18AAP inhibitor | IDE cell activ
Cc1csc(NC(=O)CSc2nnc(-c3ccncc3)n2C)n1 | 0.3 | 100.0 | 106.0 | -8.6 | -0.2 | 3.0 | 2.2 | 3.0 | -3.5
CCOc1ccccc1Nc1nc(N)nc(CSc2nccc(C)n2)n1 | -15.0 | 95.0 | 98.0 | -6.0 | 0.6 | -3.0 | -12.8 | -3.3 | 1.0

The list goes on:
SMILES | SUMO HTRF inh | MEKK3 PB1 HTS | MEKK2wt PB1 HTS | p-CIP stab down | IDE cell inh | MEKK2mut PB1 HTS | NALP1 yeast inh | M18AAP inhibitor | IDE cell activ
Cc1ccc(S(=O)(=O)N(C)C)cc1NC(=O)COC(=O)/C(=C/c1ccc(F)cc1)c1cccs1 | 1.7 | 95.0 | 96.0 | -9.1 | 1.7 | -4.0 | 40.7 | 5.6 | 0.3
O=C1OC(C(=O)Nc2ccccc2)Cc2ccccc21 (stereo not given) | 3.5 | 93.0 | 96.0 | -1.3 | -0.1 | -3.0 | -4.0 | -2.7 | 0.7
O=C(CSc1nnc2ccccn12)c1ccc2c(c1)OCCO2 | -7.0 | 101.0 | 101.0 | 3.4 | 1.0 | 9.0 | / | 9.0 | -0.6
O=S(=O)(/N=C(/Nc1cccc2ccccc12)c1ccccc1)c1ccc(F)cc1 | / | 101.0 | 101.0 | -7.2 | 5.4 | 2.0 | 15.3 | -0.7 | 3.0
O/N=C/c1ccc(OCC(O)COc2ccc(/C=N/O)cc2)cc1 | 10.6 | 93.0 | 91.0 | 7.6 | -5.1 | -7.0 | 8.8 | -8.8 | -0.5
CCC(C)NC(=O)CC(NS(=O)(=O)c1ccc(C)cc1)c1ccc(OC)cc1 (stereo not given) | -4.4 | 92.0 | 95.0 | -0.7 | 3.0 | -2.0 | 32.3 | -1.6 | -3.3
CC1CCCC(C(=O)O)N1C(=O)CCSC(=O)c1ccccc1 (stereo not given) | 7.5 | 110.0 | 111.0 | -11.3 | -2.2 | 6.0 | -28.5 | -7.6 | -9.5
Cc1ccccc1CSCCC(=O)NCCC1=CCCCC1 | -3.9 | 102.0 | 101.0 | -11.0 | 1.6 | 0.0 | 30.4 | 4.9 | 2.4
CCC(C)NC(=O)c1ccc(NC(=O)C2=C(C)OCCS2)cc1 (stereo not given) | -1.2 | 100.0 | 105.0 | -2.0 | 7.3 | 8.0 | 15.0 | -0.4 | 0.7
O=C(NCCC1=CCCCC1)c1ccc(Cl)c(S(=O)(=O)N2CCCCC2)c1 | -0.1 | 103.0 | 101.0 | -7.2 | 0.4 | 3.0 | 4.4 | -2.6 | -1.6
COC(=O)CCNC(=O)Cn1cnc2sc3c(c2c1=O)CCCC3 | -2.1 | 109.0 | 99.0 | -1.4 | -2.8 | -4.0 | -11.4 | 2.4 | -1.1
NC(=NC(=O)c1ccccc1)N1CCOCC1 | -5.3 | 81.0 | 80.0 | -3.8 | -2.6 | -7.0 | 18.9 | -1.3 | -1.8
O=C(Nc1ccccc1)c1ccccc1NC(=O)C(F)(F)F | 7.7 | 94.0 | 91.0 | 14.5 | -9.0 | 1.0 | -3.6 | -8.3 | 1.8
O=C(Nc1ccccc1Br)c1ccccc1-c1ccccc1 | 2.2 | 98.0 | 97.0 | -2.8 | -2.8 | -3.0 | 15.1 | -3.1 | 1.4
CN(C)/C=N/c1c(C#N)cnn1-c1ccccc1 | 12.9 | 101.0 | 101.0 | 0.6 | -14.2 | 0.0 | 10.8 | -3.8 | 4.2
Cc1ccc(C(=O)N2CCCCC2)cc1S(=O)(=O)N1CCCCCC1 | 9.1 | 107.0 | 106.0 | 8.2 | 6.7 | 2.0 | 8.9 | -0.6 | 1.1
CC(c1ccccn1)N(Cc1ccco1)C(=S)Nc1cccc(F)c1 (stereo not given) | -3.0 | 99.0 | 97.0 | -4.4 | 7.8 | -4.0 | -3.0 | 3.3 | -3.8
CNC(=O)c1c(Cl)cnn1-c1ccc(C)cc1 | 7.5 | 106.0 | 105.0 | 0.6 | -3.2 | 10.0 | 8.0 | 2.6 | 4.7
Nc1cc(Cl)ccc1Oc1ccc2ccccc2c1 | 3.6 | 102.0 | 104.0 | -0.3 | -0.5 | 6.0 | -2.0 | -0.3 | 6.3
CC(C)c1ccc(/C=C(\c2nc3ccccc3[nH]2)S(=O)(=O)c2ccccc2)cc1 | -27.8 | 98.0 | 99.0 | -13.7 | 0.9 | -2.0 | 25.7 | -0.9 | 0.3
CCc1ccc(C(=O)COC(=O)CNC(=O)c2cccs2)cc1 | 2.1 | 103.0 | 105.0 | 8.3 | -2.5 | 3.0 | 24.3 | -12.1 | 1.3
O=C(Nc1ccc(S(=O)(=O)Nc2ncccn2)cc1)c1cnc(Cl)c(Cl)c1 | 11.0 | 101.0 | 95.0 | 10.2 | -1.1 | -1.0 | 1.7 | -8.1 | -2.6
CCc1c(C)sc(NC(=O)CN2CCN(C(=O)c3ccco3)CC2)c1C(=O)OC | 3.5 | 96.0 | 97.0 | -2.1 | 0.7 | 4.0 | -1.3 | 6.1 | -1.1
Cc1ccc(C(=O)O/N=C\c2ccc(N3CCCCC3)c([N+](=O)[O-])c2)cc1 | -8.6 | 72.0 | 78.0 | -13.5 | 1.6 | -25.0 | -13.2 | 1.6 | 3.6
CCOC(=O)c1cnc2c(c(C)nn2C)c1Oc1ccc(OC)cc1 | 0.9 | 91.0 | 92.0 | -4.6 | -5.1 | -7.0 | 10.0 | 3.0 | /
CC(C)N(C)Cc1nnnn1CC(=O)N(C)Cc1cccc(Cl)c1 | 8.3 | 97.0 | 96.0 | -8.1 | 0.9 | 0.0 | 7.3 | -17.7 | -3.6
CN(C(=S)Nc1cccnc1)c1ccc(O)cc1 | 64.3 | 94.0 | 95.0 | -17.4 | -3.8 | -3.0 | 27.7 | 23.2 | -0.7
O=C(c1ccc(Cl)c(S(=O)(=O)N2CCCC2)c1)N1CCN(c2ccccc2)CC1 | 3.4 | 101.0 | 94.0 | -9.1 | 10.3 | -7.0 | 1.9 | 3.2 | 1.9
Cc1cccc2c(C(=O)N3CCN(c4ccccn4)CC3)cc(-c3cccc(Br)c3)nc12 | -2.9 | 100.0 | 95.0 | 3.5 | -4.3 | -4.0 | 12.0 | 19.9 | -0.2

Screening results from PubChem BioAssay.
